Cneo AK release: Cryptococcus neoformans lysis via adenylate kinase release. 0.2% of 360,000 active. AID 651654. C. neoformans lysis, adenylate kinase release luminescence, 4 h; normalised: neutral wells 0, clomiphene wells 100. lysis activity, % at 15 µM;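 active = mean lysis activity across replicates of at least 80%, whatever share of replicates individually reach that level; inactive = mean lysis activity below 80%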
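Material – Cryptococcus neoformans yeast cells · Quantity – 5 × 10^6 yeast cells/mL · Buffer or medium – YPD medium · Compound – single dose · Timing – 4 h static compound exposure, 37 °C, read 1 h post-reagent · Signal – adenylate kinase release luminescence · Read-out basis – lysis from increased AK signal · Benchmarks – Clomiphene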
ARNT TACC3 PPI: ARNT/TACC3 interaction disruption; Q9Y6A5; AlphaScreen His-ARNT PAS-B/GST-TACC3 binding, luminescence; TACC3 fragment carries E629A point mutation; inhibition, % at 9.99 µM; 0.66% of 390,000 active; AID 623870;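 active = mean inhibition of replicates at least 50% and at least half of replicates each reaching 50%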;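 also: 0% = complete ARNT plus TACC3 wells and 100% = ARNT alone without TACC3; many hits fall short of the cut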
PAX8 reporter: lowers PAX8-driven luciferase in RMG-I cells. inhibition, % at 12.6 µM. RMG-I TPO-luciferase reporter, SteadyGlo, 24 h. 1.2% of 360,000 active;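 active = mean replicate inhibition at least 60% with every replicate also reaching 60%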;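 also: luciferase light reporting Pax8 driven TPO promoter activity; plate controls were median of neutral control wells for no effect and mitoxantrone controls for full effect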
C2C12 statin: protects C2C12 myotubes from simvastatin toxicity; ATP luminescence, 48 h; scaled: DMSO 0, geranylgeraniol control 100; 0.78% of 330,000 active; rescue of ATP level, % at 7.49 µM;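 active = mean ATP rescue above about 67%, or every replicate alone reaching that limit, limit read from the data, passing the limit was not always enough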;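 also: myotubes were challenged with 10 µM simvastatin during compound exposure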
PglD DTNB: inhibitors of Campylobacter jejuni PglD acetyltransferase. 0.098% of 360,000 active. purified PglD enzyme, DTNB colorimetric CoA detection. inhibition, % at 12.5 µM; in the data active = inhibition above about 16%, passing the limit was not always enough; also: strong numbers were not always called active
LGR2 antag: blocks bursicon-induced cAMP signaling via Drosophila LGR2; HEK293 LGR2, CRE-luciferase, bursicon-stimulated, 4 h; AID 720647; 0.35% of 380,000 active; inhibition, % at 9.99 µM;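 active = drop in luminescence signal, shown as inhibition above about 50% in the replicate tests, limit read from the data, passing the limit was not always enough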;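 also: agonist challenge used bursicon conditioned medium at about half maximal strength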
PGC1a acetyl inh: modulators of PGC1a acetylation; U2OS PGC1a acetylation, AlphaScreen anti-acetyl-lysine; with virally co-expressed GCN5 acetyltransferase; 0.17% of 350,000 active; inhibition, % at 15.6 µM;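 active = every replicate shows inhibition of at least 40%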;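 also: 0% = neutral control wells and 100% = positive control wells; some results beyond the cut were filed as inactive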
INS-1E GSIS act: GLuc luminescence reporter in INS-1E cells, primary screen for activators of glucose-dependent secretion of insulin; INS-1E GLuc reporter insulin secretion, 2-3 h; activation, % at 16.6 µM; 0.61% of 370,000 active; AID 743287;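 active = lowest replicate activation of at least 40%, so every replicate reaches that level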;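 also: 0% = median of neutral control wells and 100% = median of IBMX positive control wells; some compounds called inactive have numbers as strong as hits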
Active calls of the source: *. Not a hit list; 2.9% or so of the library scored in one or more.

For CCOc1cc(C#N)c(NC(=O)c2cccnc2Cl)cc1OCC the results were Cneo AK release 0, ARNT TACC3 PPI 1, PAX8 reporter 6, PglD DTNB 5 and PGC1a acetyl inh 0.
For Cc1ccc(C(=O)CSc2nnnn2Cc2ccccc2)cc1C the results were ARNT TACC3 PPI 0, PAX8 reporter 17, C2C12 statin 6, LGR2 antag -9, PGC1a acetyl inh 1 and INS-1E GSIS act 11.
Screening CCn1c(C(C)NC(=O)Cc2ccccc2)nc2ccccc21 (configuration not stated) returned Cneo AK release 1, ARNT TACC3 PPI 14, PAX8 reporter -4, PglD DTNB 0 and INS-1E GSIS act 17.
For CC(CNC(=O)C1CCCCC1C(=O)O)c1ccccc1 (configuration not stated) the results were Cneo AK release -1, ARNT TACC3 PPI -17, C2C12 statin -14, PglD DTNB -2, LGR2 antag -2, PGC1a acetyl inh -24 and INS-1E GSIS act -1.
`Cn1c(-c2cccs2)nc2ccccc21` gave Cneo AK release 2, ARNT TACC3 PPI -2, PAX8 reporter -94, PglD DTNB -2, LGR2 antag -34, PGC1a acetyl inh -4 and INS-1E GSIS act 19.
Screening CCOC(=O)CSc1nnc(-c2ccccc2NC(=O)c2ccccc2)o1 returned Cneo AK release 0, ARNT TACC3 PPI 0, C2C12 statin 3, PglD DTNB 2, LGR2 antag 22, PGC1a acetyl inh 9 and INS-1E GSIS act 54.
For CCOc1nc(Nc2ccc([N+](=O)[O-])cc2)nc(NC(C)(C)C)n1 the results were Cneo AK release -1, ARNT TACC3 PPI 1, PAX8 reporter -6, C2C12 statin -3, PglD DTNB -9, LGR2 antag 13, PGC1a acetyl inh -10 and INS-1E GSIS act 2.
For COc1cccc(CN2CCNC(=O)C2CC(=O)N2CCOc3ccccc3C2)c1OC (configuration not stated) the results were ARNT TACC3 PPI 3, PAX8 reporter 9, LGR2 antag 0, PGC1a acetyl inh -20 and INS-1E GSIS act -4.
For CCOc1ccc(OCCOC(=O)CN(C)S(=O)(=O)c2ccc(NC(C)=O)cc2)cc1 the results were Cneo AK release 8, ARNT TACC3 PPI 4, PAX8 reporter -17, C2C12 statin 4, PglD DTNB 3, LGR2 antag -3 and INS-1E GSIS act 1.
`CCc1ccc(OCc2nnc(SCC(=O)NCc3ccco3)o2)cc1` gave Cneo AK release 1, ARNT TACC3 PPI -4, PAX8 reporter 4, C2C12 statin -7, PglD DTNB -3 and PGC1a acetyl inh 1.
`Cc1nn2c(=O)cc(CSCC(=O)Nc3ccccc3Cl)nc2s1` gave Cneo AK release -2, ARNT TACC3 PPI -4, PAX8 reporter -5, C2C12 statin -2, PglD DTNB 0, LGR2 antag 5, PGC1a acetyl inh 1 and INS-1E GSIS act -1.
C[C@H](CO)N1C[C@H](C)[C@H](CN(C)S(=O)(=O)c2ccccc2)OCCCC[C@H](C)Oc2ccc(NS(=O)(=O)c3cccs3)cc2C1=O was read as Cneo AK release -4, ARNT TACC3 PPI 5, PAX8 reporter 27, PglD DTNB 0, LGR2 antag -16, PGC1a acetyl inh -4 and INS-1E GSIS act -35.
Screening C[C@H](CO)N1C[C@H](C)[C@@H](CN(C)C)Oc2ncc(-c3ccc(C(=O)N(C)C)cc3)cc2C1=O returned Cneo AK release 6, ARNT TACC3 PPI -6, C2C12 statin 2, PglD DTNB -5, LGR2 antag -18, PGC1a acetyl inh -3 and INS-1E GSIS act 3.
CCOc1ccccc1NC1=NC2CS(=O)(=O)CC2S1 (configuration not stated) was read as PAX8 reporter 8, C2C12 statin -5, LGR2 antag 6, PGC1a acetyl inh -12 and INS-1E GSIS act 14.
CC1CN(C(=O)N2c3ccccc3Sc3ccccc32)CC(C)O1 (configuration not stated) was read as Cneo AK release 6, ARNT TACC3 PPI -3, PAX8 reporter -7, C2C12 statin 15, PglD DTNB -2, LGR2 antag -1 and INS-1E GSIS act 9.
For CCOC(=O)CNC(=O)CSc1ncnc2c1cnn2-c1ccc(C)cc1 the results were Cneo AK release -6, ARNT TACC3 PPI 3, PglD DTNB -2 and PGC1a acetyl inh 7.
Cc1ccc(-c2nc(C(=O)NCCCN(C)C)cc3c2[nH]c2ccccc23)cc1 was read as Cneo AK release 3, ARNT TACC3 PPI 15, PAX8 reporter 19, C2C12 statin 27, PglD DTNB -11, LGR2 antag -24, PGC1a acetyl inh -30 and INS-1E GSIS act -20.
For Cc1ccc2cccc(S(=O)(=O)N3CCN(c4cccc(Cl)c4)CC3)c2n1 the results were ARNT TACC3 PPI -4, LGR2 antag -9, PGC1a acetyl inh 1 and INS-1E GSIS act -15.
O=C(Nc1ccc(Br)cc1)C1CCN(c2cnccn2)CC1 was read as Cneo AK release 1, ARNT TACC3 PPI -6, PAX8 reporter 3, C2C12 statin 4, PglD DTNB -3, LGR2 antag 10, PGC1a acetyl inh 7 and INS-1E GSIS act -4.
For CC(C)Oc1cccc(-c2cc(C(=O)NC(=S)N(C)c3ccccc3C(=O)O)c3ccccc3n2)c1 the results were ARNT TACC3 PPI -9, PAX8 reporter -49, LGR2 antag -3 and INS-1E GSIS act -11.
`O=C(c1cc(-c2ccc(F)cc2)on1)N1CCOCC1` gave Cneo AK release -13, ARNT TACC3 PPI 2, PAX8 reporter -123, C2C12 statin 9, PglD DTNB -6, LGR2 antag 9 and INS-1E GSIS act 22.
Screening C[C@H]1CN([C@@H](C)CO)C(=O)c2cc(NS(=O)(=O)c3cccs3)ccc2O[C@@H]1CN(C)S(=O)(=O)c1ccccc1 returned Cneo AK release 1, ARNT TACC3 PPI -2, PAX8 reporter -11, C2C12 statin 17, PglD DTNB 3, LGR2 antag 8, PGC1a acetyl inh 2 and INS-1E GSIS act 2.
Cc1noc(C)c1S(=O)(=O)Nc1ccc2c(c1)C(=O)N([C@@H](C)CO)C[C@@H](C)[C@H](CN(C)C(=O)Nc1ccccc1)OCCCC[C@@H](C)O2 was read as Cneo AK release -9, ARNT TACC3 PPI -5, PAX8 reporter -15, PglD DTNB 11, LGR2 antag 15, PGC1a acetyl inh -1 and INS-1E GSIS act -19.
`CC[C@]1(C(=O)OC)[C@H]2C(=O)N(Cc3ccccc3)C(=O)[C@H]2[C@H]2CN=C(SCC3CC3)N21` gave Cneo AK release 2, ARNT TACC3 PPI -5, PAX8 reporter -5, C2C12 statin -4, PglD DTNB -2, LGR2 antag -10, PGC1a acetyl inh 5 and INS-1E GSIS act -17.
`CC(C)C[C@H](NC(=O)/C=C/[C@H]1O[C@@H](n2ccc(=O)[nH]c2=O)[C@H](O)[C@@H]1O)C(=O)O` gave Cneo AK release -2, PAX8 reporter 12, C2C12 statin 1, PglD DTNB -5, LGR2 antag 15, PGC1a acetyl inh 10 and INS-1E GSIS act 32.
Screening Cc1cccc(-c2ncc(S(=O)(=O)C(C)(C)C)c(N)n2)c1 returned ARNT TACC3 PPI -3, PAX8 reporter -100, C2C12 statin -25, LGR2 antag -24 and INS-1E GSIS act -2.
`O=C(Nc1ccccc1)OCc1cnc(Cl)s1` gave Cneo AK release -1, ARNT TACC3 PPI -7, PAX8 reporter -27, C2C12 statin -8, PglD DTNB 4, LGR2 antag -14, PGC1a acetyl inh 0 and INS-1E GSIS act -6.
CCOC(=O)C1(Cc2ccc(Cl)cc2)CCN(Cc2nccn2CC)CC1 was read as Cneo AK release -4, PAX8 reporter 19, C2C12 statin -17, PglD DTNB -1, LGR2 antag 10, PGC1a acetyl inh 0 and INS-1E GSIS act -14.
Screening C[C@H](CO)N1C[C@H](C)[C@H](CN(C)S(=O)(=O)c2ccc(F)cc2)Oc2ccc(NC(=O)Nc3ccccc3)cc2C1=O returned Cneo AK release -1, ARNT TACC3 PPI 10, C2C12 statin -5, PglD DTNB 9, LGR2 antag 23, PGC1a acetyl inh -5 and INS-1E GSIS act -16.
For COc1ccccc1NC(=O)N(Cc1ccco1)Cc1cc2cc(C)cc(C)c2[nH]c1=O the results were Cneo AK release 1, ARNT TACC3 PPI -1, C2C12 statin -30, PglD DTNB 5 and PGC1a acetyl inh -13.

Brought forward from above: two entries, followed by the next part.
Screening C[C@H](CO)N1C[C@H](C)[C@H](CN(C)S(=O)(=O)c2ccc(F)cc2)Oc2ccc(NC(=O)Nc3ccccc3)cc2C1=O returned Cneo AK release -1, ARNT TACC3 PPI 10, C2C12 statin -5, PglD DTNB 9, LGR2 antag 23, PGC1a acetyl inh -5 and INS-1E GSIS act -16.
For COc1ccccc1NC(=O)N(Cc1ccco1)Cc1cc2cc(C)cc(C)c2[nH]c1=O the results were Cneo AK release 1, ARNT TACC3 PPI -1, C2C12 statin -30, PglD DTNB 5 and PGC1a acetyl inh -13.
COc1ccc(/C=C2/SC(=S)N(CCCC(=O)Nc3cccc(O)c3)C2=O)cc1 was read as Cneo AK release -2, ARNT TACC3 PPI -1, PAX8 reporter 77*, C2C12 statin 0, PglD DTNB -5, LGR2 antag -1, PGC1a acetyl inh 1 and INS-1E GSIS act 5.
For O=C(C[C@@H]1CC[C@@H]2[C@H](COC[C@H](O)CN2Cc2nccs2)O1)NCc1ccc(Cl)cc1 the results were Cneo AK release 3, ARNT TACC3 PPI 5, PAX8 reporter -12, C2C12 statin 8, PglD DTNB -2, LGR2 antag -2, PGC1a acetyl inh 4 and INS-1E GSIS act -2.
`C(=N/N1CCN(c2ccccc2)CC1)/c1cccs1` gave Cneo AK release -1, ARNT TACC3 PPI -8, C2C12 statin 56, PglD DTNB -4, LGR2 antag -72, PGC1a acetyl inh 5 and INS-1E GSIS act -1.
`CC(=O)N(C)C[C@@H]1Oc2ncc(C#Cc3ccc(F)cc3)cc2C(=O)N([C@H](C)CO)C[C@@H]1C` gave PAX8 reporter -8, C2C12 statin -10, LGR2 antag -13, PGC1a acetyl inh 6 and INS-1E GSIS act 14.
For Cc1cc(C)c(NC(=O)CN2CCCCCC2)c(C)c1 the results were Cneo AK release -4, ARNT TACC3 PPI -1, PAX8 reporter -20, C2C12 statin -26, PglD DTNB 1, LGR2 antag -23, PGC1a acetyl inh -7 and INS-1E GSIS act -4.
Cc1cccc(C(=O)NNC(=O)c2n[nH]c(=O)c3ccccc23)c1C was read as Cneo AK release 2, ARNT TACC3 PPI -3, PAX8 reporter -30, C2C12 statin 3, PglD DTNB 10, LGR2 antag -6, PGC1a acetyl inh 3 and INS-1E GSIS act 12.
Screening CSCCC(NC(=O)c1ccco1)C(=O)NC1CCCCCC1 (configuration not stated) returned ARNT TACC3 PPI -2, PAX8 reporter -5, C2C12 statin -3, LGR2 antag -13 and INS-1E GSIS act 11.
For Cc1nn(Cc2ccc(Cl)cc2)c(=O)n1N(C)c1ncc(C(F)(F)F)cc1Cl the results were Cneo AK release -1, ARNT TACC3 PPI -3, C2C12 statin -1, PglD DTNB -3 and PGC1a acetyl inh -21.
Cc1ccc(-c2nc(NC(=O)CSc3nnc(C)s3)ns2)cc1 was read as Cneo AK release -1, ARNT TACC3 PPI -1, PAX8 reporter -52, C2C12 statin 19, PglD DTNB -2, LGR2 antag -3 and INS-1E GSIS act 10.
For CC(C(=O)N1CCN(C2c3ccccc3-c3ccccc32)CC1)N1C(=O)c2ccccc2C1=O (configuration not stated) the results were ARNT TACC3 PPI -10, PAX8 reporter 0, LGR2 antag 11 and INS-1E GSIS act -23.
`CC(=O)Nc1ccc(SCCN2CC[C@@H](C(C)(C)C)CCC2=O)cc1` gave Cneo AK release 0, ARNT TACC3 PPI 0, PAX8 reporter -5, C2C12 statin 5, PglD DTNB 2, LGR2 antag 11, PGC1a acetyl inh 0 and INS-1E GSIS act -13.
`CCSc1nnc(NC(=O)c2cccc(S(=O)(=O)N(C)c3ccccc3)c2)s1` gave ARNT TACC3 PPI -10, PAX8 reporter -12, LGR2 antag 3 and INS-1E GSIS act 1.

Compound activity from PubChem.
